BCR signal inh: qHTS Assay to Find Inhibitors of Chronic Active B-Cell Receptor Signaling; 0.05% of 340,000 active; ABC-DLBCL IkBa-CBG/CBR reporter, luminescence ratio, 4 h; Potency, µM (series often up to 46.1 µM), inactives show top-dose ratio change, negative = lower green/red ratio, usual class: inhibitors; AID 493014, 2011; active means well fitted inhibition curve with a large enough effect in the signal ratio, with a control signal flat, not every such curve was filed as active; inconclusive means small, poorly fitted or top-dose-only effect, or effect the other way, or a change in a side signal; the % refers to the signal ratio;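 further: potency means the concentration at half of the fitted maximal effect; plate controls were basal doxycycline-induced cells for no effect and cells given 10 µM MG132 for full effect; MG132 reads +100%, hits lower the ratio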
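TMD8 ABC-DLBCL cells carrying doxycycline-inducible green luciferase fused to IkappaBalpha plus unfused red luciferase were exposed to compounds (up to 46 uM) for 4 hrs at 37C. Activity came from the overlap-corrected green/red luminescence ratio.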
Giardia killer: Small Molecules that selectively kill Giardia lamblia: qHTS | AID 540267, 2011 | 0.15% of 340,000 active | Giardia lamblia trophozoite viability | activity change, % at 7.66 µM, hits read low; in the data active means activity change below about -80%; inconclusive means between about -30% and that limit;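 further: parasites exposed to compound for two days anaerobically before the ATP read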
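Trophozoite viability was measured as ATP-dependent luminescence, read 15-30 min after reagent addition. Before that, parasites at 100 cells/well were exposed to compounds for 48 h, anaerobically, at 37 deg C.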
uPA generation: qHTS for Inhibitors of Cell Surface uPA Generation; cell surface uPA generation assay, qHTS; Potency, µM (highest dose often 38.3 µM), for the others: at the highest dose activity change, negative = inhibition, actives largely listed as inhibitors; 0.31% of 330,000 active; AID 540303, 2011; active means well fitted inhibition curve with a large enough effect; inconclusive means small, poorly fitted or top-dose-only effect; inactive means no such curve, though single readings can be large or run the other way; tested in mouse RAW 264.7 cells; further: potency means the concentration at half of the fitted maximal effect; nearly all actives have a fitted effect of over 55% in size
USP2a inh: qHTS Assay for Inhibitors of Ubiquitin-specific Protease USP2a Using CHOP2 as the Reporter; Ubiquitin carboxyl-terminal hydrolase 2 (Homo sapiens), O75604; USP2 core, Ub-CHOP2 coupled fluorogenic reporter, 485/531; Potency, µM (highest dose often 38.3 µM), without a hit: top-dose activity change, negative = inhibition, most hits filed as inhibitors; 0.01% of 330,000 active;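 further: potency means the concentration at half of the fitted maximal effect; plate controls were DMSO wells for no effect and full inhibition by NEM control for full effect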
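Cell-free coupled assay: 10nM USP2 core preincubated 30min RT with compound in Tris-HCl pH 8.0/CaCl2/CHAPS buffer, then 25nM Ub-CHOP2 and 25nM reporter substrate; fluorescence (Ex 485/Em 531) read after 60min RT, normalized to NEM inhibition, concentration-response curves fitted.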
GALK inhibitor: qHTS Assay for Inhibitors of Human Galactokinase (GALK); Potency, µM (highest dose often 57.5 µM), for inactives: at the top dose activity change, negative = inhibition, hits mostly inhibitors; Purified GALK, Kinase-Glo residual ATP luminescence; 0.007% of 270,000 active; P51570; further: potency means the concentration at half of the fitted maximal effect
Target sequence (P51570 whole entry, looked up): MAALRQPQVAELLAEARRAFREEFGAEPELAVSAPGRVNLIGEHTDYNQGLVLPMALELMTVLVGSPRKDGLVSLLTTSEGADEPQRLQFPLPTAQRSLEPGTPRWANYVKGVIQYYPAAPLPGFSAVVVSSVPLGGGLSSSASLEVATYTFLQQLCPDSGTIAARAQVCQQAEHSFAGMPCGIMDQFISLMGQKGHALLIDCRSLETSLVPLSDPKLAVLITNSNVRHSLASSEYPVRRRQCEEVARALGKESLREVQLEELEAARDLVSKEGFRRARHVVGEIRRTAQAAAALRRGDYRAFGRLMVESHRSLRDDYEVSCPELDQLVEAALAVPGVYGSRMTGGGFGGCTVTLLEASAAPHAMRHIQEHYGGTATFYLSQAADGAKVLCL
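5 nM enzyme, 35 uM ATP, 100 uM galactose, 20 mM HEPES pH8.0, 5 mM MgCl2; 1 h RT; residual ATP by Kinase-Glo Plus luminescence, qHTS format.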
Eya2 inh: qHTS Assay for Inhibitors of the Phosphatase Activity of Eya2 | Potency, µM (highest dose often 76.9 µM), for inactives: at the highest dose activity, negative = inhibition, most hits filed as inhibitors | AID 488837, 2010 | recombinant Eya2, OMFP fluorescence dephosphorylation (OMFP is methylfluorescein phosphate) | 0.006% of 330,000 active | Protein phosphatase EYA2 (Homo sapiens), O00167; further: potency means the concentration at half of the fitted maximal effect
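Eya2 (0.2 uM) preincubated 10 min at ambient with compound, then OMFP substrate added at 50 uM; 10 min reaction in 50 mM HEPES pH 7.5, 50 mM NaCl, 5 uM MgCl2, 0.05% BSA, 1 mM DTT. Fluorescence read at Ex 485/Em 525 nm.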
hERG WT inh: qHTS for Inhibitors of KCHN2 3.1: Wildtype qHTS; activity change, % at 1.84 µM; Voltage-gated inwardly rectifying potassium channel KCNH2 (Homo sapiens), Q12809; 0.37% of 340,000 active; U2OS, BacMam KCNH2, thallium flux FluxOr; stronger effect = lower value;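 active means maximum activity change below -70%; inconclusive means maximum activity change between -70% and -50%; inactive means maximum activity change above -50%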
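U2OS cells transduced with wild-type KCNH2 virus are loaded with FluxOr dye for 45 min, and thallium flux is measured in kinetic reads before and after stimulation buffer. Rate constants are normalized to DMSO controls.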
B2AR arrestin: qHTS assay of beta-arrestin-biased ligands of beta2-adrenergic receptor; 0.02% of 330,000 active; beta-arrestin recruitment to beta2AR, cell-based reporter; AID 492947, 2010; Potency, µM (titrated, usually from 46.1 µM), for the others: top-dose activation, actives largely listed as activators; Beta-2 adrenergic receptor (Homo sapiens), P07550;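 further: potency means the concentration at half of the fitted maximal effect; 0% = DMSO controls and full agonism = EC100 isoproterenol or metaproterenol; nearly all actives have a fitted effect of over 65% in size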
Coupling enz: qHTS Assay for Inhibitors of Fructose-1,6-bisphosphate Aldolase from Giardia Lamblia: Coupling assay counterscreen | coupling enzyme system counterscreen, AmpLite Red fluorescence | activity change, negative = inhibition, % at 58.2 µM, hits read low | 0.67% of 290,000 active | AID 2472, 2010; in the data active means activity change below about -30%
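First, compound is pin-transferred into glyceraldehyde-3-phosphate coupling-enzyme reagent at 57.5 uM final and held 10 min at RT. Next, substrate, coupling system and AmpLite Red are added. After 20 min RT, fluorescence (525/598 nm) is read.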
PKM2 activator: qHTS Assay for Activators of Human Muscle isoform 2 Pyruvate Kinase | Potency, µM (titrated, usually from 57.5 µM), for the others: top-dose activation, hits mostly activators | purified PKM2, Kinase-Glo ATP luminescence, activation; response scale: 0% is enzyme alone, no compound | 0.34% of 260,000 active; further: potency means the concentration at half of the fitted maximal effect; nearly all actives have a fitted effect of over 55% in size
Target sequence (P14618 whole entry, looked up, canonical isoform): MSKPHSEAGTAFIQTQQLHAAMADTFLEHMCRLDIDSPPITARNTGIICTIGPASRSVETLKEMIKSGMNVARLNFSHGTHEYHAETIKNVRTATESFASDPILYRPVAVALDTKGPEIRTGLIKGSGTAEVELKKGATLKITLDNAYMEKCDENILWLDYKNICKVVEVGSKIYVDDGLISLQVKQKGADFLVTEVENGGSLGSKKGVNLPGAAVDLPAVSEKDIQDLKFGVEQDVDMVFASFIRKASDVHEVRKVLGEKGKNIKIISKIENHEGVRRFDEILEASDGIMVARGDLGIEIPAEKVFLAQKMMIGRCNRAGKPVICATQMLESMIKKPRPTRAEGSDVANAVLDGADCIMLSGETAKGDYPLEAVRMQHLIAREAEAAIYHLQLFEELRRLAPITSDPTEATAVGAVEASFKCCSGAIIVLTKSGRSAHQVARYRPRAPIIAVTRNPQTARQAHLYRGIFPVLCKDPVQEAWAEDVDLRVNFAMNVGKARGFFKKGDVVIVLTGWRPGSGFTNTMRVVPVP
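Kinase-Glo luminescence reports ATP generated from ADP (0.1 mM) and PEP (0.5 mM) by purified hPK-M2 after 1 h at room temperature, pH 7.2 imidazole buffer; intermediate enzyme activity allows detecting inhibitors and activators.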
KCNH2 3.1 block: qHTS for Inhibitors of KCHN2 3.1: Mutant qHTS | U2OS KCNH2 3.1, thallium flux FluxOr; stronger effect = lower value | activity change, % (tested at about 1.8 µM) | 0.95% of 340,000 active | AID 720553, 2013;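 active means maximum activity change below -70%; inconclusive means maximum activity change from -70% to -50%; inactive means maximum activity change above -50%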;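 further: thallium influx rate constant from kinetic fluorescence after stimulation buffer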
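Steps: virus added to U2OS suspension (4 h, RT, dark); medium with 10% FBS added, cells plated, 37 C overnight; FluxOr/Red40 loading buffer 45 min RT; stimulation buffer, 2 min kinetic read; rate constant normalized.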
An asterisk follows results filed as active; ? = inconclusive; . = no result given; [ ] = dose if it differs, or a comment. Unless noted, the call rests on the fitted dose curve; in most records, active means well fitted curve in the direction sought with a large enough effect; inconclusive means small, poorly fitted or top-dose-only effect, or another doubt; inactive means no such curve, though single readings can be large; an effect the other way counts as inactive or inconclusive. Unless noted, on the % scale 0 is the no-effect control and ±100 the full control effect. Random draw from the library; 2.4% or so of the library scored in one or more.

SMILES	BCR signal inh	Giardia killer	uPA generation	USP2a inh	GALK inhibitor	Eya2 inh	hERG WT inh	B2AR arrestin	Coupling enz	PKM2 activator	KCNH2 3.1 block
Cc1cc(C)c(NC2=NCC(=O)N2C2CCCCC2)c(C)c1	?	-9	9%	2%	0%	9%	-8	-0.1%	2	-5%	2
CCOC(=O)N1CCN(C(=O)c2ccc3c(=O)n(-c4ccccc4F)c(=S)[nH]c3c2)CC1	0%	-3	2%	0%	7%	-7%	3	-0.1%	1	1%	-6
CCOC(=O)c1c(NC(=O)CN2CCN(c3ccc(Cl)cc3)CC2)sc(C)c1C	1%	-1	13%	-3%	3%	10%	7	0.2%	3	0%	12
CCOC(=O)Cn1c(=NC(=O)CSC(C)=O)sc2cc(OC)ccc21	?	3	3%	0%	1%	11%	-25	0.0%	-4	-21%	-5
O=S(=O)(Nc1ncn[nH]1)c1ccc2ccccc2c1	-4%	11	0%	-1%	-6%	-10%	3	-0.2%	4	2%	-7
O=C(NC(=S)Nc1ccccn1)c1cc(-c2ccccc2)nc2ccccc12	?	0	3%	-1%	2%	7%	-3	-1.3%	-2	5%	-3
CN1CCc2c(c3c(n2C)CCN(C)C3c2ccc(F)cc2)C1c1ccc(F)cc1 (stereo not given)	-23%	-18	4%	-1%	-1%	8%	1	0.1%	1	0%	-18
Cc1ccc(C(=O)c2oc3ccccc3c2NC(=O)c2cc(-c3ccccc3O)n[nH]2)cc1	?	-20	5%	-1%	-1%	-3%	-12	3.6%	-2	-2%	-20
Cc1ccc(S(C)(=O)=O)cc1S(=O)(=O)Nc1ccccc1	0%	3	3%	0%	-2%	-5%	-4	-0.9%	0	1%	4
CCc1ccc(N2CCN(C(=O)c3ccc(OC)c(OC)c3)CC2)cc1	-1%	14	-10%	1%	-2%	-5%	4	-0.1%	-4	-4%	-9
Cc1ccc(-c2nn(C)c(=O)c3ccccc23)cc1S(=O)(=O)NCCN(C)C	?	4	-3%	1%	8%	1%	2	0.5%	2	4%	3
CCCCCC(=O)Nc1cccc(S(=O)(=O)NC2=NCCC2)c1	0%	4	-2%	1%	.	2%	2	-0.2%	.	.	-2
CCc1ccccc1NC(=O)CSc1nnc(-c2ccco2)n1N	3%	-9	4%	4%	3%	-1%	-2	-0.5%	0	-1%	1
Nc1nc(NC(=O)CCC(=O)O)nn1-c1ccccc1	-5%	3	0%	-15%	0%	2%	-1	-0.5%	4	-6%	-8
CN(C(=O)c1ccncc1)c1nnc(-c2ccccn2)s1	?	-1	1%	0%	-1%	22%	-6	0.1%	1	0%	-8
CCc1nc2ccccc2c(C(=O)Nc2cccc(C)c2)c1C	6%	-11	3%	0%	-3%	-10%	54	-0.3%	-2	2%[11.5 µM]	1
CC(=O)Nc1ccc(S(=O)(=O)NCc2cc(=O)n(C)c(=O)n2C)cc1	-10%	-4	?	2%	-1%	14%	-22	0.2%	-2	-1%	-10
O=C(CN1C(=O)c2ccccc2S1(=O)=O)Nc1ccc(S(=O)(=O)N2CCCC2)cc1	-1%	7	.	-3%	0%	4%	1	-0.6%	-1	2%	-2
CC(C)C(=O)NC(c1ccco1)c1ccc2cccnc2c1O (stereo not given)	?	6	-13%	2%	-3%	2%	3	?	0	2%	0
COc1ccc(N=C(NN)c2ccc3ccccc3n2)cc1	?	9	-8%	0%	0%	3%	1	0.0%	-10	3%	12
CCO[C@H]1OC(C(=O)N2CCN(Cc3ccccc3)CC2)=C[C@@H](c2cn(C(C)=O)c3ccccc23)[C@@H]1CCCO	-27%	-8	7%	9%	-2%	13%	-11	-0.8%	3	-1%	-45
COC(=O)/C=C1/S/C(=N/NC(=O)c2ccccc2OC)NC1=O	?	-8	1%	-2%	5%	5%	2	-0.3%	.	.	0
O=C(Oc1ccccc1)c1cccc2cccnc12	?	-20	-14%	0%	-5%	1%	-4	9.0%	0	-2%	6
CC(C)N1CCC2(CC1)Oc1ccc(Br)cc1C1CC(c3cccnc3)=NN12 (stereo not given)	1%	-25	-10%	0%	-1%	9%	-8	-0.2%	-7	20%	4
O=C(O)CNC(=O)C1COc2ccccc2O1 (stereo not given)	?	-7	1%	-1%	0%	-32%	1	-0.3%	0	-2%	7
Next section.
SMILES	BCR signal inh	Giardia killer	uPA generation	USP2a inh	GALK inhibitor	Eya2 inh	hERG WT inh	B2AR arrestin	Coupling enz	PKM2 activator	KCNH2 3.1 block
O=C(Nc1nnc(CC(=O)N2CCOCC2)s1)C1COc2ccccc2O1 (stereo not given)	5%	-2	1%	1%	3%	-11%	-11	-1.2%	3	-2%	0
Cc1ccc(C(C(=O)NC2CCCCC2)N(CC2CCCO2)C(=O)CNC(=O)c2ccco2)cc1 (stereo not given)	2%	-7	0%	1%	7%	26%	-13	-0.7%	2	-5%	5
CCn1c(=O)c(C(=O)NCCc2ccc(OC)c(OC)c2)c(O)c2ccccc21	?	-21	8%	0%	1%	13%	1	0.1%	0	.	-2
Cc1ccccc1/C=N/NC(=O)c1sccc1C	?	-13	0%	-1%	5%	0%	2	0.0%	0	-24%	-6
Cc1nn(-c2ccccc2)c2c1c(C)c(CCC(=O)NCC1CCCO1)c(=O)n2C (stereo not given)	-6%	7	-1%	0%	-6%	4%	21	0.2%	.	.	2
Cc1cccc(C)c1OCC(=O)Nc1cccc(C(=O)O)c1	?	0	13%	2%	-2%	12%	-1	-0.9%	12	-5%	-1
CC1CCCCC1NC(=O)COn1nnc2ccc(Cl)cc21 (stereo not given)	-35%	23	-6%	-2%	4%	13%	-1	-0.8%	4	8%	-1
CS(=O)(=O)N1CCN(c2ccccc2NC(=O)c2cccc3ccccc23)CC1	?	-10	11%	-3%	0%	2%	7	-0.5%	0	0%	19
NC(=O)COC(=O)Cc1coc2cc3c(cc12)CCC3	?	-15	0%	-1%	12%	-6%	-3	0.2%	2	-9%	-8
CCOc1cc(CN2CCN(C(=O)c3cccc4ccccc34)CC2)ccc1OC	-7%	3	-9%	0%	-3%	-7%	7	1.3%	-1	-5%[11.5 µM]	-27
COC(=O)c1ccc(NC(=O)c2cccc(C)c2)cc1	?	10	6%	2%	-1%	-10%	0	-0.4%	-1	0%[11.5 µM]	16
c1ccc(-n2nnnc2NCCc2c[nH]c3ccccc23)cc1	?	-8	1%	7%	4%	31%	16	-0.1%	0	5%	-4
COC(=O)Nc1sc2c(c1C(=O)NC1CC1)CCCCCC2	9%	0	.	1%	-1%	18%	-10	-0.4%	2	-2%	14
CS(=O)(=O)c1ccc(NS(=O)(=O)c2ccc(Cl)c(C(=O)NCc3ccco3)c2)cc1	0%	1	?	1%	.	15%	9	-2.3%	.	.	6

Screening results (PubChem BioAssay)
